Screens deposited in PubChem by The Scripps Research Institute Molecular Screening Center.
OX1R antag-1: blocks the human orexin 1 receptor; O43613; OX1R-expressing cells, FRET antagonist read-out; inhibition, % at 6.6 µM; actives 1.8% (n = 330,000); AID 485270; in the data active = inhibition mostly above about 38%, no sharp cut-off; inactive = mostly below about 40%;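 also: 0% = agonist challenge alone and 100% = reference antagonist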
Target sequence (O43613 whole entry, looked up): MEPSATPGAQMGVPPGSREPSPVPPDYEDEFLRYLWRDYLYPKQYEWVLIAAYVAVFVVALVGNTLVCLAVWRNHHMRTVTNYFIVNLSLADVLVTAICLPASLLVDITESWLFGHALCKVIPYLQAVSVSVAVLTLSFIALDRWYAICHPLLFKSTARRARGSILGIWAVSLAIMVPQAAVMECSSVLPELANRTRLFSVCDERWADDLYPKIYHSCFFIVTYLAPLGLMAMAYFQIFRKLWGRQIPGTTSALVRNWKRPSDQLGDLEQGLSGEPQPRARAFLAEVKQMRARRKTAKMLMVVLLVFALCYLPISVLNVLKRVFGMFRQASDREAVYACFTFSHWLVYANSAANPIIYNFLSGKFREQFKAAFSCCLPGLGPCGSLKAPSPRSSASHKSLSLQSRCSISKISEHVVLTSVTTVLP
OX1R antag-2: human HCRTR1 antagonism; O43613; CHO/OX1R cells, Fluo-8 calcium fluorescence, orexin A; inhibition, % at 5 µM; actives 0.43% (n = 330,000); AID 434989;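 active = inhibition above its plate's threshold, mean inhibition of all tested compounds on the plate plus 3 SD, cut at about 37% in these data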;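 also: 0% = orexin A challenge wells and 100% = SB-334867-A antagonist wells; not every result past the cut was called active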
* hit, by the source's call.

SMILES	OX1R antag-1	OX1R antag-2
COc1ccc(NC2C=CS(=O)(=O)C2)c(OC)c1 (configuration not stated)	14	-3
CCOc1cnc(-c2ccc(Cl)cc2)o1	17	-14
O=C(C[C@H]1C/C=C\C[C@@H](Cc2ccc(F)cc2)C(=O)O[C@@H](c2ccccc2)CNC1=O)N[C@@H](CO)Cc1ccccc1	1	-16
COc1ccc(S(=O)(=O)N2CCOCC2)cc1NC(=O)c1ccc2c(c1)OCCO2	21	-6
Cn1c(N)nc2nc(CCc3ccccc3)c(=O)[nH]c2c1=O	16	-13
COc1c(O)ccc(/C=C(\C#N)c2nc3ccccc3[nH]2)c1[N+](=O)[O-]	33	-18
CCCN1CCN(C(=O)c2cc(COc3ccc(F)cc3F)on2)CC1	17	-17
COc1cc(CCC(=O)OCC(=O)Nc2nc(C)c(Cl)cc2Cl)cc(OC)c1OC	6	-32
Cc1ccc(C(=O)c2coc3cc([N+](=O)[O-])c(O)c([N+](=O)[O-])c23)cc1	59	-3
Cc1ccccc1CN1C(=O)/C(=C\c2ccc(C(=O)NCCN3CCOCC3)cc2)Sc2ccccc21	11	-23
Cc1ccc(O)c(CNc2nc3ccccc3n2C)c1	11	-5
O=C(COc1nsnc1N1CCOCC1)Nc1ccc([N+](=O)[O-])cc1	26	-12
Cc1cc(N2C(=O)C(O)=C(C(=O)c3ccco3)C2c2ccc(Cl)cc2)no1 (configuration not stated)	7	-15
O=c1[nH]c(CSc2nc3ccccc3o2)nc2c1cnn2-c1ccccc1	39	-13
O=C(O)C(=O)/C(=C\c1ccccc1)c1ccc2ccccc2n1	42	-7
CCCc1cc(=O)[nH]c(SCC(=O)Nc2ccc(OCc3ccccc3)cc2)n1	6	-2
CC(C)[C@H](NC(=O)N1c2ccccc2NC(=O)[C@@H]1C(C)C)C(=O)N1CCC(C(=O)O)CC1	10	-10
C[C@H]1CN([C@@H](C)CO)C(=O)Cc2cc(NS(C)(=O)=O)ccc2O[C@@H]1CN(C)CC1CC1	2	-11
CCc1ccccc1N(CC(=O)NC(C)(C)C)C(=O)CCC(=O)Nc1ccccn1	7	-23
COc1ccc(S(=O)(=O)N2CC=C(C(=O)Nc3ccc(NC(C)=O)cc3)CC2)cc1	4	-6
CCOc1ccc(C(C)NC(=S)NC2CCCCC2)cc1 (configuration not stated)	8	-22
CCC(CC)C(=O)NCCc1ccc(F)cc1	8	-14
COc1ccc(NC(=O)c2ccc3[nH]c(C)c(C)c3c2)c(OC)c1	50*	19
CCCCNC(=O)NCc1cnn(C)c1C	30	-3
CC(C)(C)C1CCC2(CC1)NC(=S)N(c1ccccc1)N2 (configuration not stated)	6	-20

Brought forward from above: 4 compounds, then new ones.
SMILES	OX1R antag-1	OX1R antag-2
CCC(CC)C(=O)NCCc1ccc(F)cc1	8	-14
COc1ccc(NC(=O)c2ccc3[nH]c(C)c(C)c3c2)c(OC)c1	50*	19
CCCCNC(=O)NCc1cnn(C)c1C	30	-3
CC(C)(C)C1CCC2(CC1)NC(=S)N(c1ccccc1)N2 (configuration not stated)	6	-20
CCC1(c2ccccc2)NC(=O)N(CC(=O)N(c2ccccc2)C2CCS(=O)(=O)C2)C1=O (configuration not stated)	3	-25
CC1CN(c2cc(=O)n(-c3cccc(Br)c3)c(=O)[nH]2)CC(C)O1 (configuration not stated)	12	6
CCC(C)NC(=O)c1ccc(C(=O)c2ccccc2)cc1 (configuration not stated)	17	-4
O=C(NNc1ncnc2c1cnn2-c1cccc(Cl)c1)c1ccco1	-1	-9
O=C(c1ccco1)N1CCN(CCOc2ccccc2)CC1	17	-19
O=C(COC(=O)c1ccco1)Nc1ccc2c(c1)OCCO2	8	-4
CCCC(=O)c1c(NCCO)cc(C)oc1=O	18	-2
COc1cc(NC(=O)C2CC2C)c(C(=O)O)cc1OC (configuration not stated)	15	-5
COc1ccc(C(=O)NCCS(=O)(=O)NC(C)c2ccccc2)cc1 (configuration not stated)	11	-27
COc1ccc(CCC(=O)N2CCN(c3ccc([N+](=O)[O-])cc3)CC2)cc1OC	14	-16
COc1cc(C2=NOC(C(=O)N3CCCc4ccccc43)C2)cc(OC)c1OC (configuration not stated)	11	-29
COc1ccc(C(=O)OCC(=O)NC(C)CCc2ccccc2)c(OC)c1 (configuration not stated)	11	-25
Cc1ccc(NC(=O)c2sccc2SCc2cccc(C(F)(F)F)c2)cc1	5	10
O=C(c1cc(C(=O)c2ccco2)cc(C(=O)c2ccco2)c1)c1ccco1	12	-25
COCC(C)n1c(SCC(=O)N2CCc3ccccc3C2)nc2ccccc2c1=O (configuration not stated)	70*	-25
CCOC(=O)C1=NN(C(=O)c2ccc(OC)cc2)C(O)(c2ccc(Cl)cc2)C1 (configuration not stated)	2	-19
CCOC(=O)c1[nH]c2ccc(OC)cc2c1NC(=O)CN1CCN(c2ccccn2)CC1	22	-15
COc1ccc(C(=O)O)cc1NC(=S)NC(=O)C(c1ccccc1)c1ccccc1	36	17
COc1ccc(CN2CCN(Cc3ccccc3F)CC2)cc1OC	-1	-35
COc1cccc(NC(=O)CSc2nnc(NC(=O)C3CCC3)s2)c1	10	-22
CN1CCN(c2ccccc2NC(=O)c2ccc([N+](=O)[O-])o2)CC1	71*	-23
Cc1ccccc1/C=C/C1=NCCN1	7	-8
CCn1c(SCC(=O)c2ccc3c(c2)OCCO3)nnc1C(C)C	13	-21
CCOC(=O)c1nc(N)sc1C(=O)OCC	10	-2
Cc1nn(C(=O)c2ccccc2)c2c1C(=O)CC(C)(C)C2	5	-2

Four structures out of the list, sorted by heavy-atom count, lowest first.
SMILES	OX1R antag-1	OX1R antag-2
CCCC(=O)c1c(NCCO)cc(C)oc1=O	18	-2
COc1cc(NC(=O)C2CC2C)c(C(=O)O)cc1OC (configuration not stated)	15	-5
O=C(c1ccco1)N1CCN(CCOc2ccccc2)CC1	17	-19
COc1cc(C2=NOC(C(=O)N3CCCc4ccccc43)C2)cc(OC)c1OC (configuration not stated)	11	-29

Further structures.
SMILES	OX1R antag-1	OX1R antag-2
CC(=O)N1CCN(c2ccc(NC(=O)c3ccccc3Br)cc2Cl)CC1	12	-15
O=C(C1CCN(S(=O)(=O)c2ccc(-n3cnnn3)cc2)CC1)N1CCCCC1	8	-9
C=CCNc1nnnc2c1sc1nc(N3CCOCC3)c3c(c12)CCCC3	7	-6
COc1ccc(Cn2nc(C(=O)O)c3ccccc3c2=O)cc1F	12	-25
Cc1nc(C)c(C(=O)N/N=C/c2cc(Br)ccc2O)s1	18	2
CCOc1cc(C2C(C#N)=C(N)Oc3n[nH]c(C)c32)ccc1OCCN1CCOCC1 (configuration not stated)	39	-6
Cc1cccc(N(C(=O)Cc2cccs2)C(C(=O)NCc2ccco2)c2ccncc2)c1 (configuration not stated)	19	-40
O=C(CCc1ccccc1)NNC(=O)c1ccccn1	12	-5
O=C(Nc1ccc(Nc2ccccc2)cc1)c1ccc(Br)cc1	13	-7
COc1cccc(OCC(O)CN2CC(C)CC(C)C2)c1 (configuration not stated)	12	-16
CC(NC(=O)COc1ccc(N(C)S(=O)(=O)c2ccccc2)cc1)c1ccccc1 (configuration not stated)	51	-18
Cc1ccc(N(C(=O)c2ccco2)C(C(=O)NC2CCCC2)c2cccnc2)cc1C (configuration not stated)	20	-31
O=C(Nc1nnc(SCC(=O)N2CCOCC2)s1)c1ccccc1	18	-4
N=C1C(c2nc(-c3ccc(F)cc3)cs2)=C(O)CN1Cc1ccc(Cl)cc1	13	-3
Cc1nc(Cl)sc1C(=O)Nc1cccc(Cl)c1	19	-17
COC(=O)c1ccc(C(=O)OC)c(NC(=O)CS(=O)(=O)Cc2ccccc2)c1	29	-4
CCOC(=O)c1cc2c(C(F)(F)F)cc(-c3cccnc3)nc2o1	8	-15
Cc1c(C(=O)N2CCC(n3nccc3NC(=O)C3CC3)CC2)[nH]c2ccc(Cl)cc12	5	-23
CON=C1CCN(c2ncc(C(F)(F)F)cc2Cl)CC1	3	-11
Cc1cc(NC(=O)C(C)SCC(=O)OC(C)C(=O)Nc2ccc(F)cc2Cl)no1 (configuration not stated)	29	-19
CCCn1cc(S(=O)(=O)c2ccccc2)c(=O)c2cc(OCC)ccc21	4	-19
Cn1nc(-c2ccccc2F)c2cc(C(=O)N3CCN(C(=O)c4ccco4)CC3)sc21	8	-28
Cc1noc(C)c1S(=O)(=O)N1CCN(c2ccccc2)CC1	-4	-2
N=c1c2c(ncn1CCN1CCOCC1)Oc1ccc3ccccc3c1C2c1ccccc1 (configuration not stated)	10	-21
O=C(N/N=C/c1c(O)n(-c2ccc(Cl)cn2)c(=O)c2ccccc12)c1ccncc1	24	6

The list continues:
SMILES	OX1R antag-1	OX1R antag-2
COc1ccc(OC)c(NC(=O)C2CCCN(S(=O)(=O)c3cccc4nsnc34)C2)c1 (configuration not stated)	58	-11
Cc1c(Cl)cccc1NC(=O)C1CCCCC1	18	-7
CSc1ccc(C(=O)C2CCCN(S(=O)(=O)N(C)C)C2)cc1 (configuration not stated)	36	-27
CCOc1ccc(S(=O)(=O)N2CCN(C(=O)c3ccc(C)c(S(=O)(=O)N4CCOCC4)c3)CC2)cc1	0	-4
CCCc1[nH]nc2c1C(c1ccncc1)C(C#N)=C(N)O2 (configuration not stated)	22	-13
COC(=O)Nc1nc(-c2cc(Cl)ccc2Cl)cs1	16	-10
COCCNC(=O)c1c(NC(=O)c2nc(SC)ncc2Cl)sc2c1CCCC2	9	-7
O=C(CCNS(=O)(=O)c1cccs1)N1CCN(c2cccc(Cl)c2)CC1	4	-1
CN(C)c1ccc(C(=O)OCC(=O)N2CCCCCC2)cc1	-3	-17
CC(=O)Oc1ccc(C(=O)OCC(=O)c2c(N)n(C)c(=O)n(C)c2=O)cc1OC(C)=O	24	-9
COc1ccc(C(=O)C2CCCN(Cc3cn[nH]c3-c3ccccc3)C2)cc1OC (configuration not stated)	7	-29
COc1cc(OC)cc(C(=O)NCC(=O)OCC(=O)N2CCc3ccccc32)c1	6	-30
COC(=O)C(C)Sc1ccc2nnc(CCNS(=O)(=O)c3ccc(C)cc3)n2n1 (configuration not stated)	29	-15
O=S(=O)(c1ccc(Cl)cc1)N1CCN(CCc2ccccc2)CC1	15	-3
C/C(N)=C(/C#N)C(=O)COC(=O)CSc1ccc2ccccc2c1	16	-7
CCCc1nnc(SCC(=O)N(CC)CC)n1CC1CCCO1 (configuration not stated)	2	-14
CSCCC1NC(=O)N(CC(=O)N2N=C(c3ccc(Cl)cc3)CC2c2ccco2)C1=O (configuration not stated)	6	-25
COc1ccc(/C=C/C(=O)NCC(=O)N/N=C/c2ccc(OC)cc2)cc1	5	-11
CN(C)CCN(C(=O)C1CCCCC1)c1nc2cc3c(cc2s1)OCO3	18	-18
CCOC(=O)[C@H]1[C@H]2COc3ccc(Cl)cc3[C@@H]2N2C(=O)CN(Cc3ccccc3)C(=O)[C@@]12C	12	-24
O=C1COc2ccc(C(=O)COC(=O)C3CC(O)CN3S(=O)(=O)c3ccc(Cl)cc3)cc2N1 (configuration not stated)	12	-29
CCOc1ccc(OCCC(=O)NNC(=O)c2cc(C)oc2C)cc1	19	-3
COc1ccc(C2=NNC(c3ccco3)=Nc3ccc(F)cc32)cc1	14	-20
COc1cccc(NS(=O)(=O)c2ccc(C)c(C(=O)N3CCCCC3)c2)c1	7	-14
CCC1CCCCN1C(=O)CCNC(=O)Cn1cnc2ccccc2c1=O (configuration not stated)	16	-18

Record cards, from the list above.
CCOc1ccc(S(=O)(=O)N2CCN(C(=O)c3ccc(C)c(S(=O)(=O)N4CCOCC4)c3)CC2)cc1 as listed: OX1R antag-1 = 0; OX1R antag-2 = -4
CCCc1[nH]nc2c1C(c1ccncc1)C(C#N)=C(N)O2 (configuration not stated) as listed: OX1R antag-1 = 22; OX1R antag-2 = -13
COC(=O)Nc1nc(-c2cc(Cl)ccc2Cl)cs1 as listed: OX1R antag-1 = 16; OX1R antag-2 = -10

Carrying on:
SMILES	OX1R antag-1	OX1R antag-2
CN(C)CCNC(=O)C1(O)c2cc(Br)ccc2NC(=O)N1c1ccc(Cl)cc1 (configuration not stated)	-8	-6
O=C(NCCN1CCN(c2ccccc2)CC1)Nc1ccccc1Cl	-4	-29
Cc1ccc(Sc2c([N+](=O)[O-])c(C)nn2C)cc1	18	-4
Cc1ccccc1NC(=O)c1cccc2c1C(=O)N(C1CCCCC1)C2	14	-8
COc1cc(CNC(C)C)c(Br)cc1OC1CCCC1	9	-27
CCCn1c2ccccc2c2cc(C(=O)O)ccc21	13	-9
CC(=O)c1ccc(S(=O)(=O)N(C)CC(=O)Nc2ccc(C)cc2)cc1	-1	-12
Cc1ccc(/C=C/C(=O)N2CCC(Cc3ccccc3)CC2)cc1	14	-17
COc1cc(OC)cc(C(=O)Nc2ccc(N(C)C)c3ccccc23)c1	22	-19
Cc1[nH]n(-c2ccccc2)c(=O)c1CCOC(=O)c1ccc(C(F)(F)F)cc1	12	-21
